# High-throughput results deposited in PubChem BioAssay by several laboratories.
# RT RNaseH block – HIV-1 RT RNase H inhibitors, primary screen, biochemical, fluorescence; Gag-Pol polyprotein (Human immunodeficiency virus type 1 group M subtype B (isolate …; RT-RNase H RNA/DNA duplex cleavage; inhibition, % at 10 µM; actives 1.9% (n = 65,000); in the data active means inhibition above about 50%
# RmlC RmlD mix – RmlC and RmlD coupled enzyme inhibitors, primary screen, biochemical, 384-well, compound mixtures, retest. RmlC/RmlD coupled enzyme inhibition, 384-well mixture HTS. inhibition, % at 5.5 µM. actives 0.39% (n = 110,000). AID 1532, 2009; in the data active means inhibition above about 30%, passing the limit was not always enough; inconclusive means no clear call, values can overlap the other calls; further: strong numbers were not always called active
# * = called active by the depositor; ? = inconclusive; · = no result given. A portion of the library; count on the stated rates, not on these rows.
SMILES	RT RNaseH block	RmlC RmlD mix
COc1ccc(-n2c(C)nc3cc(C(=O)N4CCC5(CC4)OCCO5)ccc32)cc1	-22	-8
CCOC(=O)NC(=O)COC(=O)Cc1cc(OC)c(OC)c(OC)c1	-4	4
C1CCN(c2nc3nonc3nc2N2CCCCC2)CC1	-5	0
Cc1cc(N(CN2CCCC2=O)C(=O)c2ccc(F)cc2)no1	-6	-18
CCOC(=O)C1CCN(C(c2cccnc2)c2c(NC(=O)c3ccco3)sc(C)c2C)CC1 (stereo unspecified)	-21	·
COc1ccc(S(=O)(=O)NCc2ccc3c(c2)OCO3)cc1C	·	-2
Cc1cc(C)cc(C(=O)N(NC(=O)Nc2ccc(Cl)cc2)C(C)(C)C)c1	·	4
CC(C)=CC(=O)Nc1nnc(C(C)C)s1	·	7
Cc1c(-c2ccco2)[n+](=O)c2c(n1[O-])CCCCC2	-1	-2
C=CCOC(=O)C1C(=O)CC(C)(O)C(C(=O)OCC=C)C1c1ccc(OC)cc1 (stereo unspecified)	-15	4
Cc1cccc(C(=O)Nc2nnc(-c3ccc(C(C)(C)C)cc3)s2)c1	·	6
CCOC(=O)Cc1c(C)nc2cc(C)nn2c1C	·	4
COc1cccc(-c2ccc(C#N)c(SCC(=O)NCCc3cccc(Cl)c3)n2)c1	·	-12
Cc1cc(N2CCN(C(=O)c3ccco3)CC2)nc(-c2ccccc2)n1	-15	-9
Cc1cc(S(=O)(=O)NCc2cccnc2)ccc1-n1cnnn1	-5	-8
CCOC(=O)N1CCC(NC(=O)CSc2cc(=O)n(C)c3ccc(Cl)cc23)CC1	-9	·
O=C1Nc2c(c(=O)[nH]c(=O)n2-c2ccccc2)C1(Nc1ncccn1)C(F)(F)F (stereo unspecified)	-3	13
COc1ccccc1C1C(C(N)=O)=C(C)Nc2nc(-c3ccc(Cl)cc3)nn21 (stereo unspecified)	5	5
CCCCS(=O)(=O)Nc1ccc(C(=O)NCC2CCCO2)cc1 (stereo unspecified)	-3	3
Cc1onc(-c2ccccc2Cl)c1C(=O)NCc1cccnc1	-5	6
C[N+]1(CCOc2ccc([N+](=O)[O-])cc2)CCOCC1	·	-5
O=C(c1ccncc1)N1C2C=CC(C2)C1(C(F)(F)F)C(F)(F)F (stereo unspecified)	1	6
CN(CCc1ccccn1)C(=O)c1nn2c(C(F)(F)F)cc(-c3ccco3)nc2c1Cl	-2	11
O=C(CN1CCN(C(=O)c2ccco2)CC1)Nc1c2c(nc3c1CCC3)CCCC2	-7	8
COc1ccc(NC(=O)CCCn2c(=O)[nH]c3ccccc3c2=O)cc1	-25	4
CCN(CC)CCNC(=O)CCCCCn1c(=O)[nH]c2cc(C(=O)OC)ccc2c1=O	·	-10
O=C(CCNS(=O)(=O)c1ccc(Br)s1)N1CCN(c2ccccc2)CC1	-34	-7
C=CCN1CC(c2nc3ccccc3n2Cc2cccc3ccccc23)CC1=O (stereo unspecified)	·	20
CCOCCCNCc1ccc(OC)c(OC)c1	-13	9
CCCCN1C(=O)C2C(C(=O)Nc3cccc(OC)c3)C3C=CC2(O3)C1C(=O)NC1CCCCC1C (stereo unspecified)	9	-15
C=CCn1c(SCC(=O)Nc2c(C)n(C)n(-c3ccccc3)c2=O)nc2sc(C)c(C)c2c1=O	·	8
CN(CC(=O)O)Cc1nc2ccccc2[nH]1	·	-68
CCCCn1c(CCC(=O)O)ccc1-c1cccs1	-10	-12
O=C(C1CC1)N1CCc2cc(Br)cc(S(=O)(=O)NC3CCCCC3)c21	-9	-6
Cc1cccc(-n2ccnc2SCC(=O)Nc2nnc(C)s2)c1	-8	-12
C=Cc1c(C)c2cc3[nH]c(cc4nc(cc5nc(cc1[nH]2)C(C)=C5CCC(=O)O)C(CCC(=O)O)=C4C)c(C)c3C=C	·	43*
COC(=O)Nc1c(-c2ccccc2)nc2ccc(C)cn12	4	23
O=C(C1CCN(c2nnc(-n3cccc3)s2)CC1)N1CCN(Cc2ccc3c(c2)OCO3)CC1	1	-12
O=S1(=O)CCN2C(c3ccco3)=CSC2=N1	-1	3
Cc1oc(-c2cccc(Cl)c2)nc1CN1CCCC(C(=O)NC(C)c2ccc3c(c2)OCCO3)C1 (stereo unspecified)	-8	·
CCC1CCc2c(sc3nc(SCC(=O)NCc4ccco4)n(-c4ccccc4)c(=O)c23)C1 (stereo unspecified)	·	5
Cc1occc1C(=O)n1cnc2ccccc21	-21	30
CN(C)S(=O)(=O)N(CC(=O)Nc1cccc(F)c1)c1ccccc1	·	-15
COC(=O)Nc1cc(C)nc2ccccc12	-12	3
Clc1ccc(-c2nnc(-c3ccc(Br)cc3)c(N3CCSCC3)n2)cc1	·	-19
CC(C)(C)n1nnnc1C(c1cc2cc3c(cc2[nH]c1=O)OCCO3)N1CCSCC1 (stereo unspecified)	4	21
COc1ccc2c(c1)c(=O)oc1c(C)c3occ(C)c3cc12	4	·
O=c1/c(=C/c2ccc([N+](=O)[O-])cc2)sc2n1CCCN=2	·	-5
O=C(NCc1cccnc1)NC1(c2ccccc2)CC1	-12	-9
Cn1c(=O)c2c(nc(NCCNC(=O)c3ccco3)n2Cc2ccccc2Cl)n(C)c1=O	-1	9

# (further entries)
SMILES	RT RNaseH block	RmlC RmlD mix
CN(C)CCOCCP(=O)(c1ccccc1)c1ccccc1	-11	21
CC(=O)N1CCN=C1SCc1ccc(Cl)cc1	-19	?
NC(=O)CSc1ccc(Br)cc1	-6	7
C/C(=N/OC(=O)c1ccc(C)cc1)c1cccs1	·	6
Cc1nn(-c2cc(C)c3ccccc3n2)c2c1C1C(C2)C1(C)C (stereo unspecified)	·	-18
CSc1nc(=O)n2cccc(C)c2n1	·	11
CSc1ccccc1NC(=O)CN(c1cccc(C)c1)S(C)(=O)=O	-6	-2
Cc1ccc(C(CC(=O)NCc2ccco2)c2ccccc2)c(O)c1 (stereo unspecified)	·	4
Cc1cccc2cc(-c3nc4c(C)cccn4c3NCc3ccco3)c(=O)[nH]c12	·	12
Cn1c(SCC(=O)c2cccs2)nnc1-c1ccco1	-10	-11
CCC(OC(=O)c1ccco1)C(=O)NCc1ccco1 (stereo unspecified)	-6	-10
Cc1cc2c(c(=O)n1Cc1ccco1)C(c1cccnc1)C(C#N)=C(N)O2 (stereo unspecified)	-2	-9
O=c1[nH]ncc(N/N=C/c2ccccc2)c1Cl	·	-1
COc1ccc(C(c2nnnn2Cc2ccc(F)cc2)N2CCN(c3ccc(OC)cc3)CC2)cc1 (stereo unspecified)	12	-11
O=C(COC(=O)c1ccc(O)cc1)Nc1ccc(N2CCCCC2)cc1	·	11
CCOc1ccc(N/C=C\C(=O)c2ccc3c(c2)OCO3)cc1	·	-6
COc1ccc(NC(=O)C2CCCN(S(=O)(=O)c3cccc4cccnc34)C2)c(OC)c1 (stereo unspecified)	-58	8
CN1CCN(C(=O)CN(CCc2ccccc2)S(C)(=O)=O)CC1	·	-20
O=C(Nc1ccc(Cl)c(Cl)c1)N(Cc1cccnc1)Cc1ccco1	-2	·
CC1CCCN(CCC(=O)c2ccc(Br)cc2)C1 (stereo unspecified)	-13	5
Cn1c(SCc2cccc(C(F)(F)F)c2)nnc1-c1ccco1	-4	5
NCCCP(=O)(O)CCc1ccccc1	0	70
COc1ccc2cc(CCNC(=O)C3CC3)c(=O)[nH]c2c1	2	·
CCCn1c(SCC(=O)Nc2nc3ccccc3s2)nc2c1c(=O)n(C)c(=O)n2C	·	-13
O=c1cc(CSc2ccccn2)c2ccccc2[nH]1	-49	1

# Among those listed so far, 2 have a nitro group on carbon.
SMILES	RT RNaseH block	RmlC RmlD mix
C[N+]1(CCOc2ccc([N+](=O)[O-])cc2)CCOCC1	·	-5
O=c1/c(=C/c2ccc([N+](=O)[O-])cc2)sc2n1CCCN=2	·	-5

# Next compounds.
SMILES	RT RNaseH block	RmlC RmlD mix
COc1ccccc1NC(=O)CCNC(=O)Cn1ccc2ccccc2c1=O	0	-9
c1ccc(CNCCc2ccc3c(c2)OCO3)nc1	·	-13
Cc1cc(N(CN2CCCC2=O)C(=O)c2ccccc2)no1	-15	1
FC(F)(F)c1cnc(Oc2ccccc2-c2nnco2)c(Cl)c1	·	-9
COc1ccc(C2/C(=C(/O)c3ccccc3)C(=O)C(=O)N2CO)cc1 (stereo unspecified)	-5	8
O=C(Oc1ccc(-c2nnco2)cc1)N1CCCCC1	5	3
NC(=O)COc1cccc2cccnc12	·	-9
COc1cccc(-n2ccnc2SCC(=O)N2CCc3ccccc32)c1	-11	0
COc1ccc2c(c1)C(C)=CC(C)(C)N2C(=O)Nc1ccccc1	·	-15
O=C(Nc1cccc(F)c1)NC1(C(=O)N2CCN3CCCC3C2)CCCCC1 (stereo unspecified)	·	11
Cc1ccc(C2CC(C(F)(F)F)n3nc(C(=O)NCCN4CCOCC4)cc3N2)cc1 (stereo unspecified)	-33	-14
CCOCCCNC(=O)CCCOc1ccccc1	-2	-12
C/C(=N\NC(=O)c1cccc(C)c1)c1cccc(NC(=O)c2ccco2)c1	·	-13
O=C(c1ccc(F)cc1)N1C2CCC1CC(O)(c1ccc(F)cc1)C2 (stereo unspecified)	·	5
CCOc1ccc(-c2nc(CSCC(=O)NCc3ccco3)c(C)o2)cc1	-24	-1
CCC(C)NC(=O)CSc1nc2ccccc2c(=O)n1Cc1ccc(OC)cc1 (stereo unspecified)	·	-1
O=C(NC1CCCCC1)c1cccc(Cn2cc(Cl)cn2)c1	·	8
CCOC(=O)Cc1csc(NC(=O)C2C3C=CC(C3)C2C(=O)O)n1 (stereo unspecified)	5	-7
COc1ccc(N/C=C/C(=O)c2ccc(Oc3ncccn3)cc2)cc1	·	-1
CC1(C)Oc2ccc(C(=O)NC3CCCC3)cc2N(CC(=O)N2CCOCC2)C1=O	-61	-19
Cc1ccc(CSc2ncccc2C(=O)O)cc1	·	2
O=C(CSCCc1ccccn1)Nc1cccnc1	-30	8
O=C(OCC(=O)N1CCN(C(=O)c2ccco2)CC1)c1ccc(S(=O)(=O)N2CCCCC2)cc1	-12	-6
CCOC(=O)C1=C(SCC(=O)Nc2ccccc2)NC(=O)C(C#N)C12CCCCC2 (stereo unspecified)	10	-10
O=C(Nc1ccccc1N1CCCC1)c1ccc2c(c1)OCO2	-30	5
CCOc1cc(C)c(Cl)cc1S(=O)(=O)NCc1ccco1	-51	-10
O=S(=O)(c1cc(Cl)ccc1Cl)N1CCNCC1	·	-10
C/C(=N\OC(=O)c1ccc(OC(C)C)cc1)c1ccc(C)c(C)c1	·	-5
CCC1CCCCN1C(=O)CSc1nnc(-c2c[nH]c3ccccc23)o1 (stereo unspecified)	-10	2
CCCn1cc(NC(=O)c2cc(-c3ccccc3)on2)cn1	·	8
Cc1ccc(NC(=O)CSCC(=O)Nc2ccc(N3CCOCC3)c(Cl)c2)cc1	·	-13
Cc1ccc2nc(SCC(=O)Nc3cccc([N+](=O)[O-])c3)[nH]c2c1	·	3
CC(C)(C)NS(=O)(=O)c1ccc(-c2csnn2)s1	·	6
COc1ccc(NC(=O)CSc2nnc(-c3ccoc3C)n2CCc2ccccc2)cc1	-8	13
Cc1ccc(CN(c2ccc(C(=O)N3CCCC3)cc2)S(C)(=O)=O)cc1	-12	-13
CC1(C)CC(=O)C2=C(C1)OC1=C(C(=O)CC(C)(C)C1)C2c1ccc(O)cc1O	56*	-10
CC(=O)S[C@@H]1CC2=CC(=O)CC[C@]2(C)[C@H]2CC[C@@]3(C)[C@@H](CC[C@@]34CCC(=O)O4)[C@H]12	·	2
C/C(=N\c1nc2ccccc2n1C)c1cc(Cl)ccc1O	·	-8
Cn1c(=O)c2ncn(CC(=O)Nc3ccc4oc(-c5cccc6ccccc56)nc4c3)c2n(C)c1=O	-11	·
COC(=O)C1C(=O)c2c(n[nH]c2C)CC1(C)C (stereo unspecified)	0	7
O=C1CC2CS(=O)(=O)CC2N1c1ccc(Cl)cc1Cl (stereo unspecified)	-4	2
Cc1cccc(CSc2nnc(-c3cccs3)n2Cc2ccco2)c1	·	-1
Cc1cc(NC(=O)Nc2cccc3ccccc23)no1	-5	·
CCOC(=O)N1CCC(NC(=O)C2CCCN(Cc3nc(-c4cccc(Cl)c4)oc3C)C2)CC1 (stereo unspecified)	2	16
O=C1NC(=O)C2(Cc3ccccc3N3CCCC32)C(=O)N1Cc1ccccc1 (stereo unspecified)	7	9
CCOc1ccc2nc(NC(=O)CSc3ccc(Cl)cc3)sc2c1	·	96
O=C(Nc1ccc2c(c1)OCO2)c1ccncc1	1	4
c1ccc(C2=NNC(=NC3CC3)SC2)cc1	·	-17
CCN(CC)c1ccc(NC(=O)CN2CCN(CC(=O)Nc3ccccc3F)CC2)cc1	-6	6
COC(=O)[C@@H](N)Cc1ccc(O)cc1	-12	·
CC(C)(C)NC(=O)C1CCCN(S(=O)(=O)c2cccc3cccnc23)C1 (stereo unspecified)	-2	-13

# Single records, from the list above. Order of values: RT RNaseH block | RmlC RmlD mix
# CCOc1cc(C)c(Cl)cc1S(=O)(=O)NCc1ccco1 reads -51 | -10
# CCCn1cc(NC(=O)c2cc(-c3ccccc3)on2)cn1 reads · | 8
# COc1ccc(NC(=O)CSc2nnc(-c3ccoc3C)n2CCc2ccccc2)cc1 reads -8 | 13
# CC1(C)CC(=O)C2=C(C1)OC1=C(C(=O)CC(C)(C)C1)C2c1ccc(O)cc1O reads 56* | -10
# C/C(=N\OC(=O)c1ccc(OC(C)C)cc1)c1ccc(C)c(C)c1 reads · | -5
